Source: PubChem BioAssay
D2 ag = HTS Assay for Allosteric Agonists of the Human D2 Dopamine Receptor: Primary Screen for Agonists; D(2) dopamine receptor (Homo sapiens), P14416; HEK293 T-REx D2 cells, calcium flux agonist mode; activation, % at 2 µM; 340,000 compounds, 0.53% hits; AID 485358, 2010;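 active means activation over 3 SD above normal in the single-dose calcium agonist read, cut at about 30% in these data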; further: 0% is about no effect
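Agonism is scored from calcium flux in a force-coupled, inducible HEK293 cell line expressing D2, read kinetically for 180 s after compound addition against dopamine controls.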
TrxR1 substrate = qHTS Assay for Substrates of Mammalian Selenoprotein Thioredoxin Reductase 1 (TrxR1): qHTS; Potency, µM (titrated, usually from 114 µM), without a hit: at the top dose activity change, negative = substrate turnover; purified TrxR1 substrate turnover, NADPH consumption readout; Thioredoxin reductase 1, cytoplasmic (Rattus norvegicus), O89049; 390,000 compounds, 0.01% hits; further: potency means the concentration at half of the fitted maximal effect; on the % scale 0 is the no-effect control and ±100 the full control effect; nearly all actives have a fitted effect of over 50% in size
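Rat TrxR1, dispensed at 90 nM, was prereduced with 400 uM NADPH (final) for 5 min at ~22 deg C, then incubated with compound 15 min before 400 uM selenite. A first-read NADPH fluorescence drop versus no-compound background flagged substrates.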
Pin1 inh = qHTS Assay to Find Inhibitors of Pin1 | Peptidyl-prolyl cis-trans isomerase NIMA-interacting 1 (Homo sapiens), Q13526 | Pin1 FP peptide displacement, HiFluor488, 10 min | Potency, µM (series often up to 115 µM), without a hit: at the highest dose activity, negative = inhibition, usual class: inhibitors | 390,000 compounds, 0.009% hits; active means well fitted inhibition curve with a large enough effect in the polarisation, with a control signal flat, not every such curve was filed as active; inconclusive means small, poorly fitted or top-dose-only effect, or effect the other way, or a change in a side signal; inactive means no such curve, though single readings can be large or run the other way; the % refers to the polarisation; further: potency means the concentration at half of the fitted maximal effect; on the % scale 0 is the no-effect control and ±100 the full control effect
Target sequence (Q13526 whole entry, looked up): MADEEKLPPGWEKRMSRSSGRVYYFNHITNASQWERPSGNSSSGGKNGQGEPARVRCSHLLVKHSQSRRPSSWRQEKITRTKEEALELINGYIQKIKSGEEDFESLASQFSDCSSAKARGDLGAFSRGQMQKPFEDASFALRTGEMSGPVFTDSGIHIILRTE
TRHR agonist = qHTS for Small Molecule Agonists and Allosteric Enhancers of Human TRH Receptor: Primary Screen for Agonists; 360,000 compounds, 0.18% hits; TRHR cells, calcium flux fluo-8, FDSS agonist mode; AID 493084, 2011; activation, % at 2 µM; in the data active means activation above about 30%; further: 0% is about no effect
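Read-out: compound-evoked intracellular calcium rise in TRHR cells, fluo-8 dye, kinetic FDSS fluorescence at 1 s/cycle following a 10-cycle baseline. Cells cultured overnight before dye loading (30 min–1.5 h, RT).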
TrxR1 inh = qHTS Assay for Inhibitors of Mammalian Selenoprotein Thioredoxin Reductase 1 (TrxR1): qHTS | Thioredoxin reductase 1, cytoplasmic (Rattus norvegicus), O89049 | recombinant rTrxR1, NADPH fluorescence consumption, selenite substrate | Potency, µM (series often up to 114 µM), for the others: at the top dose activity change, negative = inhibition, usual class: inhibitors | 390,000 compounds, 1% hits; further: potency means the concentration at half of the fitted maximal effect; on the % scale 0 is the no-effect control and ±100 the full control effect; nearly all actives have a fitted effect of over 65% in size
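Rat TrxR1 (90 nM in the dispensed reagent) was pre-reduced with 400 uM NADPH for 5 min at room temperature, then incubated with compound for 15 min. After 400 uM selenite was added, NADPH fluorescence (Ex 340/Em 450 nm) was followed for 8 min.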
IDH1 R132H inh = qHTS for Inhibitors of mutant isocitrate dehydrogenase 1 (IDH1): qHTS | IDH1-R132H enzyme, NADPH consumption, diaphorase/resazurin fluorescence | 390,000 compounds, 0.093% hits | Potency, µM (highest dose often 76.6 µM), for inactives: at the highest dose activity change, negative = inhibition, hits mostly inhibitors | AID 602179, 2012 | Isocitrate dehydrogenase [NADP] cytoplasmic (Homo sapiens), O75874; further: potency means the concentration at half of the fitted maximal effect; on the % scale 0 is the no-effect control and ±100 the full control effect; nearly all actives have a fitted effect of over 65% in size
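IDH1-R132H (0.5 ug/mL dispensed) in pH 7.5 Tris buffer was preincubated 30 min with compound, then given a substrate mix of 0.016 mM NADPH and 2 mM alpha-KG for 80 min at room temperature; remaining NADPH was read by diaphorase/resazurin fluorescence.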
D2 antagonist = HTS Assay for Allosteric Antagonists of the Human D2 Dopamine Receptor: Primary Screen for Antagonists. D(2) dopamine receptor (Homo sapiens), P14416. HEK293 TREx D2 cells, calcium flux, dopamine EC80. inhibition, % at 10 µM. 340,000 compounds, 2% hits; in the data active means inhibition above about 30%; further: 0% is about no effect
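HEK293 T-REx D2 cells, tet-induced, calcium dye no-wash. Cpd pintool add, 180 s kinetic, then EC80 DA, 180 s kinetic. Ca flux read.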
TRHR enhancer = qHTS for Small Molecule Agonists and Allosteric Enhancers of Human TRH Receptor: Primary Screen for Enhancers. TRHR cells, fluo-8 calcium fluorescence, EC20 TRH enhancement. enhancement, % at 2 µM. AID 493056, 2011. 360,000 compounds, 0.66% hits; in the data active means enhancement above about 30%; further: 0% is about no effect
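Enhancer read-out: after compound pinning and an initial kinetic agonist-mode read, an EC20 of TRH (10 nM final) was injected and fluo-8 calcium signal (Ex 480/Em 530) followed at 1 s/cycle for 100 cycles in TRHR-expressing cells.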
USP1-UAF1 inh = Inhibitors of USP1/UAF1: Primary Screen | recombinant USP1/UAF1, Ub-Rhodamine cleavage fluorescence | Ubiquitin carboxyl-terminal hydrolase 1 (Homo sapiens), O94782 | 390,000 compounds, 0.23% hits | Potency, µM (titrated, usually from 57.1 µM), inactives show top-dose activity change, negative = inhibition, usual class: inhibitors; further: potency means the concentration at half of the fitted maximal effect; on the % scale 0 is the no-effect control and ±100 the full control effect; nearly all actives have a fitted effect of over 60% in size; inactives centre near -12
Target sequence (O94782 whole entry, looked up): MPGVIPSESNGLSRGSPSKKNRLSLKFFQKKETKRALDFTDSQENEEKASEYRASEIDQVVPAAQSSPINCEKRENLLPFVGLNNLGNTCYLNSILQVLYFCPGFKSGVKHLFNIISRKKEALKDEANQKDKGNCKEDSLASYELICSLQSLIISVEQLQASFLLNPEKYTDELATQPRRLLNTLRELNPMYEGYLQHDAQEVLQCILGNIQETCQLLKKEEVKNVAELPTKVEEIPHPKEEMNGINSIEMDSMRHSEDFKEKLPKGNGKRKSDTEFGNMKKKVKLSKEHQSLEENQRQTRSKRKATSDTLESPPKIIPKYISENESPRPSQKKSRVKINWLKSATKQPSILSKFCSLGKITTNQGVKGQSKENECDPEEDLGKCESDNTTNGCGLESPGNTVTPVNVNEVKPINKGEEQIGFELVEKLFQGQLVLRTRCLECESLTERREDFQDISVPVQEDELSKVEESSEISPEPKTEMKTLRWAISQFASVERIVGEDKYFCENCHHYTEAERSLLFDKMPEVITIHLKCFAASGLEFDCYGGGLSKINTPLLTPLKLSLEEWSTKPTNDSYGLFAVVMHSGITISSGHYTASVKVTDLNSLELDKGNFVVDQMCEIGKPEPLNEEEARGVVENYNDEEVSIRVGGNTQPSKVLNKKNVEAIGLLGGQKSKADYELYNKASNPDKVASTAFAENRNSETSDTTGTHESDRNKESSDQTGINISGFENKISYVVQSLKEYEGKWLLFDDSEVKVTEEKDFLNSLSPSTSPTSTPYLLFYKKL
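USP1/UAF1 complex (1 nM) preincubated 15 min at room temperature with compound, then Ub-Rho substrate (150 nM final) added. Kinetic fluorescence at 480/540 nm over 6 reads at 60 s intervals; 50 mM HEPES pH 7.8, 0.5 mM EDTA, 0.1 mg/ml BSA, 1 mM TCEP, 0.01% Tween-20.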
* marks the source's active call; other numbers are inactive results; ? = inconclusive; · = no result given; [ ] = remark or other dose. Unless noted, the call rests on the fitted dose curve; in most records, active means well fitted inhibition curve with a large enough effect; inconclusive means small, poorly fitted or top-dose-only effect; inactive means no such curve, though single readings can be large or run the other way. These rows are one share of the data; count on the stated rates, not on these rows.

Order of values – D2 ag	TrxR1 substrate	Pin1 inh	TRHR agonist	TrxR1 inh	IDH1 R132H inh	D2 antagonist	TRHR enhancer	USP1-UAF1 inh
1) O=C(CSc1ncccn1)NC1CCCc2ccccc21 (stereo not given)
    -1.0	4%	-6%	0.1	16%	5%	4	2	-21%
2) COC(C[C@H]1O[C@@H]1C(=O)[C@H](C)OCc1ccccc1)OC
    ·	0%	-1%	·	2%	-8%	·	·	4%
3) Cc1ccc(S(=O)(=O)N2CCC(C(=O)OCC(=O)Nc3cc(S(C)(=O)=O)ccc3Cl)CC2)cc1C
    0.1	4%	-4%	-0.5	-1%	14%	11	3	-17%
4) CC/C(=N\NC(=O)c1nnn(-c2nonc2N)c1-c1cccc(OC)c1)c1ccc(C)cc1
    0.2	-5%	12%	-0.1	11%	0%	10	-2	-18%
5) Cc1nnc(SCCn2c(N3CCCC(C)C3)nc3c2c(=O)n(C)c(=O)n3C)s1 (stereo not given)
    0.1	14%[57.1 µM]	6%	0.3	13%[57.1 µM]	20%	3	-6	-19%
6) COc1cc(NC(=O)C(CCSC)NS(=O)(=O)c2ccc3c(c2)oc(=O)n3C)cc(OC)c1 (stereo not given)
    0.0	-5%[57.1 µM]	1%	0.2	3%[57.1 µM]	19%	·	1	-16%
7) NC(=O)CSc1nc(-c2ccccc2)nc2ccccc12
    0.3	5%	12%	0.9	21%	1%	21	2	-19%
8) O=C(COC(=O)c1n[nH]c2ccccc12)Nc1ccc(Cl)cc1[N+](=O)[O-]
    0.5	0%[57.1 µM]	-2%	0.0	8%[57.1 µM]	-3%	1	3	-19%
9) COC(=O)C1=C(C)N(Cc2ccccc2)C(=O)/C1=C\c1ccco1
    -0.8	11%	-12%	-0.1	50µM*	0%	-5	-5	-22%
10) COc1ccc(C(=O)C2CCCN(Cc3ccc4nonc4c3)C2)c(OC)c1 (stereo not given)
    1.6	4%	0%	2.4	13%	9%	-31	11	-23%
11) O=S(=O)(c1ccc(S(=O)(=O)N2CCC(O)CC2)cc1)N1CCCC1
    ·	-1%	-1%	0.4	7%	-8%	·	-1	-2%
12) O=C(Nc1cc(Cl)ccc1N1CCOCC1)c1ccco1
    -1.1	-14%	-4%	0.1	-18%	-10%	3	11	-24%
13) O=C(Cc1ccc(NS(=O)(=O)c2ccc(F)cc2)cc1)NCc1ccccc1
    0.1	-6%[57.1 µM]	-14%	-1.5	7%[57.1 µM]	14%	3	-12	-13%
14) Cc1cc(C)cc(NC(=O)CSc2oc(-c3ccco3)nc2S(=O)(=O)c2ccc(Cl)cc2)c1
    0.6	22%	41%[activator]	-0.2	27%[2.29 µM]	0%	·	2	?
15) COc1ccc(C(C)=O)cc1COC(=O)c1cnc(Cl)c(Cl)c1
    1.4	8%[57.1 µM]	1%	0.0	?	-3%	17	-5	-8%
16) CN(C)c1ccc(CNc2ncn[nH]2)cc1
    0.4	-2%	4%	0.0	-4%	1%	10	4	-11%
17) CC(C)(C)c1cc(CN2CCCCC2)cc(C(C)(C)C)c1O
    -0.9	·	·	0.1	·	·	14	1	·
18) CC(=O)[C@@H]1[C@@H]2C(=O)N(c3ccccc3F)C(=O)[C@@H]2[C@H]2c3ccccc3C=NN12
    0.4	3%[57.1 µM]	-12%	0.3	-3%[57.1 µM]	2%	0	10	8%
19) O=[N+]([O-])c1ccccc1Oc1cnc2ccccc2n1
    -0.3	-7%	-7%	-0.5	5%	0%	-6	-1	-6%
20) C/C(N)=C(/C#N)C(=O)CSc1cc(C)c2cc(C)cc(C)c2n1
    -0.2	-3%[57.1 µM]	18%	-0.2	35%[57.1 µM]	15%	0	4	-9%
21) O=C(NNS(=O)(=O)c1ccccc1[N+](=O)[O-])c1cc2ccccc2cc1O
    -0.5	-3%	-11%	-0.8	7%	-9%	-10	3	-16%
22) COc1ccc(OC)c(NC(=O)Cn2cnc3c(oc4ccccc43)c2=O)c1
    -1.2	-4%	1%	-0.3	18%	23%	·	2	-10%
23) COCCOc1ccc(C(F)(F)F)cc1NC(=O)Cc1ccc(S(=O)(=O)N2CCOCC2)s1
    0.1	-18%	40%[activator]	0.8	-7%	7%	13	1	-22%
24) CCn1c2ccccc2c2cc(NC(=O)COc3ccc(C)c(C)c3)ccc21
    0.0	53%[activator]	0%	-1.0	?	8%	·	3	-12%
25) CCCCN(CC)CCCNC(=S)Nc1ccc2nc3n(c(=O)c2c1)CCCCC3
    86*	4%	-5%	-0.1	-13%[57.1 µM]	22%	60*	5	-1%
26) O=C(NCC(=O)N1CC=C(c2ccccc2)CC1)c1ccc(F)cc1
    ·	9%[57.1 µM]	-11%	·	9%[57.1 µM]	-1%	·	·	-19%
27) COc1cccc(C(C(=O)NCc2ccccc2)N(C(=O)Cn2nnc3ccccc32)c2cccc(C(C)=O)c2)c1 (stereo not given)
    0.3	7%	-1%	1.0	14%	7%	·	1	-4%
28) CCCCOc1ccccc1C(=O)Nc1onc2c1CCCC2
    1.6	-5%	-8%	-0.1	18%	8%	·	1	-13%
29) CC(C)NC(=O)NC(=O)CSc1nncn1C
    1.5	1%	0%	0.3	-3%	4%	18	-16	-4%
30) COc1ccc(S(=O)(=O)Nc2cc(C)c(O)c(S(=O)(=O)c3ccccc3)c2)cc1
    0.5	1%[57.1 µM]	3%	-0.5	1%[57.1 µM]	0%	0	3	5%

In another format: 6 of the compounds above
nr	Structure	D2 ag	TrxR1 substrate	Pin1 inh	TRHR agonist	TrxR1 inh	IDH1 R132H inh	D2 antagonist	TRHR enhancer	USP1-UAF1 inh
4	CC/C(=N\NC(=O)c1nnn(-c2nonc2N)c1-c1cccc(OC)c1)c1ccc(C)cc1	0.2	-5%	12%	-0.1	11%	0%	10	-2	-18%
5	Cc1nnc(SCCn2c(N3CCCC(C)C3)nc3c2c(=O)n(C)c(=O)n3C)s1 (stereo not given)	0.1	14%[57.1 µM]	6%	0.3	13%[57.1 µM]	20%	3	-6	-19%
6	COc1cc(NC(=O)C(CCSC)NS(=O)(=O)c2ccc3c(c2)oc(=O)n3C)cc(OC)c1 (stereo not given)	0.0	-5%[57.1 µM]	1%	0.2	3%[57.1 µM]	19%	·	1	-16%
7	NC(=O)CSc1nc(-c2ccccc2)nc2ccccc12	0.3	5%	12%	0.9	21%	1%	21	2	-19%
8	O=C(COC(=O)c1n[nH]c2ccccc12)Nc1ccc(Cl)cc1[N+](=O)[O-]	0.5	0%[57.1 µM]	-2%	0.0	8%[57.1 µM]	-3%	1	3	-19%
9	COC(=O)C1=C(C)N(Cc2ccccc2)C(=O)/C1=C\c1ccco1	-0.8	11%	-12%	-0.1	50µM*	0%	-5	-5	-22%

Following part
Order of values – D2 ag	TrxR1 substrate	Pin1 inh	TRHR agonist	TrxR1 inh	IDH1 R132H inh	D2 antagonist	TRHR enhancer	USP1-UAF1 inh
31) CCN1C(=O)C(CC(=O)Nc2ccc(OC)cc2)N(CCCN2CCN(c3ccc(OC)cc3)CC2)C1=S (stereo not given)
    -0.7	-3%	64%[activator]	0.4	13%	-14%	0	2	-13%
32) O=C(NCCOCC(F)(F)C(F)F)c1cc(F)c(F)cc1Cl
    -1.0	2%	0%	0.1	12%	6%	-6	1	-14%
33) CCn1cc(C(=O)NCc2ccccn2)c(=O)c2cc(S(=O)(=O)N3CCCCC3)ccc21
    0.1	·	·	-0.6	·	·	2	3	·
34) O=C(c1cc(S(=O)(=O)N2CCCC2)c[nH]1)N1CCN(c2cccc(Cl)c2)CC1
    -0.1	-4%	-2%	-0.1	-3%	17%	·	5	-15%
35) O=C(COC(=O)CCc1ccccc1)Nc1cc([N+](=O)[O-])ccc1F
    -0.9	-1%	-13%	-0.5	9%	9%	7	-3	-16%
